Bioassay records (PubChem)
FXIa single inh = human FXIa protease inhibitors, primary screen, biochemical, single compound per well; Coagulation factor XI (Homo sapiens), P03951; purified human FXIa, fluorogenic AMC substrate cleavage; inhibition, % at 10 µM; 0.3% of 33,000 active; AID 687, 2007;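 active = inhibition above 40% in the primary screen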;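 also: 0% = enzyme without compound and 100% = blank wells lacking enzyme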
FXIIa inh = human FXIIa protease inhibitors, primary screen, biochemical, single well. purified human FXIIa, AMC substrate fluorescence, 2 h. inhibition, % at 10 µM. 0.2% of 33,000 active; in the data active = inhibition above about 30%;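 also: 0% = enzyme with vehicle only and 100% = no enzyme blank; many of its hits are not listed in these tables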
Target sequence (P00748 20-372 limits assumed): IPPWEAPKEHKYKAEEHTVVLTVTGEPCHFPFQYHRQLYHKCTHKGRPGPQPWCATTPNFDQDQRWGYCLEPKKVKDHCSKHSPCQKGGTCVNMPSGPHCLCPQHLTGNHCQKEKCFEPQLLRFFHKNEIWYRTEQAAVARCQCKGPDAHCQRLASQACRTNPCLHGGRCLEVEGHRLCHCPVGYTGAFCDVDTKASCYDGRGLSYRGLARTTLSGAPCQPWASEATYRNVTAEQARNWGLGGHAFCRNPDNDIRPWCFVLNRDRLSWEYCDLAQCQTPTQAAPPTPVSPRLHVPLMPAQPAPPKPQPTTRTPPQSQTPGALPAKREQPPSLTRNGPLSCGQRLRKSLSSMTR
Target sequence (P00748 373-615 limits assumed): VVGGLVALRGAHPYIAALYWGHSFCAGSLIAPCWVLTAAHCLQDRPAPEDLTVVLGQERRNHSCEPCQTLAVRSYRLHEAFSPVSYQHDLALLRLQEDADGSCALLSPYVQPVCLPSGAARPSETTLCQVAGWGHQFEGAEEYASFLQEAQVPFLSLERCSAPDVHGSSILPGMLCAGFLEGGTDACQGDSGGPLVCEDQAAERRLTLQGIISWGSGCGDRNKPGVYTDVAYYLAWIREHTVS
Numbers without * were called inactive. The list is partial; the hit share may differ from the screen's.

SMILES	FXIa single inh	FXIIa inh
Cn1c(-c2ccccc2O)cc2ccccc21	3.3	4.5
CCOC(=O)c1c(NC(=O)CCCN2CCOCC2)sc2c1CC(C)(C)OC2	8.6	7.5
c1ccc(-n2nnnc2NCCCN2CCOCC2)cc1	-0.4	3.5
CCCC(=O)Nc1sc2c(c1C#N)CCCCC2	-6.0	5.9
COC(=O)CSc1nnc2c(C)cc3cc4c(cc3n12)OCCO4	5.5	4.5
CSc1nc(-c2ccc(Cl)cc2)nn1S(=O)(=O)c1ccccc1	-3.3	-10.8
CCn1c(=S)[nH]c2ccccc21	-3.5	9.4
COCCNC(=O)c1ccc(NS(C)(=O)=O)cc1	-3.1	5.1
O=C(CCC1CCCCC1)N1CCN(Cc2ccc3c(c2)OCO3)CC1	-7.3	13.8
C=C(Br)Cn1c(CC)nc2ccccc21	2.2	7.4
CCOC(=O)c1c(C)n(C)c2ccc(OC(=O)c3ccco3)cc12	5.6	9.7
Cc1ccc[n+](/C(C(=S)NCc2ccco2)=C(/[O-])c2ccccc2Cl)c1	-2.4	2.3
O=C1/C(=C/c2cccc(F)c2)CSc2sccc21	1.8	1.3
CC(C)n1c(N2CCN(CC(=O)Nc3ccc4c(c3)OCCO4)CC2)nc2ccccc21	1.8	4.4
Cc1cc(/C=N/n2cnnc2)c(C)n1-c1ccc(OCc2ccc(Cl)cc2)cc1	4.2	9.0
O=C(NCc1ccco1)c1nn2c(C(F)(F)F)cc(-c3cccs3)nc2c1Br	-2.4	4.0
CCOC(=O)CCC(=O)N1CCOCCOCCOCC1	-2.2	11.8
O=C(NCc1ccco1)c1nc2c(nnn2Cc2ccccc2Cl)c(=O)[nH]1	1.2	-15.4
Cc1ccc(NC2=Nc3ccccc3N3C2=Nc2c(c(C)nn2-c2ccccc2)C3c2ccc(O)c(O)c2)cc1 (stereo not given)	8.9	4.5
CCOC(=O)C1C(=O)OC(C)(C)C1C(C)C(=O)c1ccc(C)cc1 (stereo not given)	-8.2	7.2
Cc1ccc(S(=O)(=O)N2CCN(C(=O)c3cc4c(C)nn(-c5ccccc5C)c4s3)CC2)cc1	10.6	4.2
CS(=O)(=O)N(CC(=O)NCc1ccc(Cl)cc1)C1CCCCC1	-5.2	3.3
COc1ccc(NC(=O)CN(C)C(=O)c2ccc(C)s2)cc1	6.3	15.3
COc1ccc(S(=O)(=O)N(C)CC(=O)Nc2cccc(C(C)=O)c2)cc1Cl	0.5	5.0
Cc1occc1-c1nnc(SCC(=O)N(C)C)o1	29.9	-16.7
CCN(C(=O)Cn1c(=O)oc2ccccc21)C1CCS(=O)(=O)C1 (stereo not given)	22.0	-15.6
OC1C2(Cc3ccccc3)CN3CCN(C2)CC1(Cc1ccccc1)C3 (stereo not given)	-5.1	6.9
O=C(C1CCCN(S(=O)(=O)c2cccc3nonc23)C1)N1CCN(c2ccccc2Cl)CC1 (stereo not given)	-2.5	14.2
Cc1csc(NC(=O)CN2C(=O)C3CC=CCC3C2=O)n1 (stereo not given)	4.1	10.1
O=c1[nH]c2cc3c(cc2cc1CN(Cc1nnnn1C1CCCC1)C1CCCC1)OCCO3	6.5	7.7
CCN(CC)CCCNC(=O)C1CCCN(c2nnc(N3CCCC3=O)s2)C1 (stereo not given)	2.9	7.4
CSc1ccc(NC(=O)NCCN2CCc3ccccc3C2)cc1	20.1	7.8
COc1ccc(S(=O)(=O)Nc2ccc(NC(C)=O)cc2)cc1	4.8	4.1
CCC(=O)Nc1nnc(C)s1	-1.6	5.6
Cc1[nH]n2c(=O)c3c(nc2c1-c1cccc2ccccc12)CCC3	-3.6	3.5
O=C1CN(C(=O)CC2c3ccccc3-c3ccccc32)CC(=O)N1	3.4	7.0
Cc1ccc(N2C(=O)c3n[nH]c(C)c3C2c2ccco2)cc1 (stereo not given)	-0.9	3.8
Cc1nc(C#N)c(NCc2ccc3c(c2)OCO3)o1	30.3	-15.3
CCN1C(=O)CC(Sc2ccccc2C(=O)O)C1=O (stereo not given)	-2.3	1.4
Brc1ccc2[nH]c3c(N4CCc5ccccc5C4)ncnc3c2c1	2.9	6.7
CCOC(=O)C1=C(CSc2nccn2C)NC(=O)NC1c1ccc(OC)cc1 (stereo not given)	-6.2	5.2
COc1ccc2nc(NC(=O)CSc3nnc4n3C(C)(C)Cc3ccccc3-4)sc2c1	-0.1	6.7
CCOC(=O)c1sc2nc(CC(=O)OC)nc(NCCN(CC)CC)c2c1C	-4.0	-5.0
CCN(CC)CCCN(Cc1cc2cc(OC)ccc2[nH]c1=O)C(=O)Nc1ccc(F)cc1	1.0	4.3
Cc1[nH]c2ccc(OC(=O)N3CCOCC3)cc2c1C(=O)OC(C)C	-4.8	4.6

Single entries from above.
FXIa single inh result of CCN(CC)CCCNC(=O)C1CCCN(c2nnc(N3CCCC3=O)s2)C1 (stereo not given) reads 2.9
FXIIa inh result of CSc1ccc(NC(=O)NCCN2CCc3ccccc3C2)cc1 reads 7.8
FXIa single inh result of Cc1ccc(N2C(=O)c3n[nH]c(C)c3C2c2ccco2)cc1 (stereo not given) reads -0.9
FXIa single inh result of Cc1[nH]c2ccc(OC(=O)N3CCOCC3)cc2c1C(=O)OC(C)C reads -4.8
FXIIa inh result of CCOC(=O)C1=C(CSc2nccn2C)NC(=O)NC1c1ccc(OC)cc1 (stereo not given) reads 5.2

Additional compounds
SMILES	FXIa single inh	FXIIa inh
O=S1(=O)N=C(Nc2nncs2)c2ccccc21	0.0	10.4
COc1nc(NCc2ccco2)nc(N2CCC(C)CC2)n1	-6.4	3.9
Cc1ccc(C(=O)C2=C(O)C(=O)N(c3ncccn3)C2c2cccc(Cl)c2)o1 (stereo not given)	15.4	7.3
Fc1ccccc1CN1CCCCCCC1	-2.7	8.3
Cc1nnc(SCC(=O)Nc2ccc(N3CCOCC3)cc2)n1-c1ccccc1	-8.7	5.6
Cc1cccc(CSc2nnc(-c3ccco3)n2C)c1	0.5	4.6
CCC(C)NC(=O)C1CCN(c2nc(OC)nc(OC)n2)CC1 (stereo not given)	-2.4	2.1
CCOC(=O)C1CCN(C(=O)Cc2ccc(C)cc2)CC1	-1.6	2.2
COC(=O)c1ccc(-c2ccco2)n1Cc1ccccc1Cl	0.8	5.6
c1ccc2nc3c(nc2c1)c1ccccc1n3CCN1CCOCC1	3.1	7.8
N#Cc1ccc(C(=O)Nc2ccc(S(=O)(=O)NC3=NCCCCC3)cc2)cc1	1.7	0.3
CCOC(=O)c1cc(C)n(-c2ccc(OC)c(OC)c2)c1C	-0.3	-12.9
Cc1ccc(N2CN=C(c3ccccc3)NC2=S)cc1	18.9	-8.0
COC1(OC)N=C(N)C2(C#N)C(c3ccccc3)NC(C)=CC12C#N (stereo not given)	3.4	1.4
CC1CC(C)CN(C(=O)c2ccc3c(c2)N(Cc2ccccc2)CCS3)C1 (stereo not given)	2.2	-6.1

Already shown: entries from further up.
SMILES	FXIa single inh	FXIIa inh
COC1(OC)N=C(N)C2(C#N)C(c3ccccc3)NC(C)=CC12C#N (stereo not given)	3.4	1.4
CC1CC(C)CN(C(=O)c2ccc3c(c2)N(Cc2ccccc2)CCS3)C1 (stereo not given)	2.2	-6.1

Additional entries
SMILES	FXIa single inh	FXIIa inh
C=CCn1c(COc2ccccc2-c2ccccc2)nnc1SCC(=O)NC(=O)NCc1ccco1	-0.7	-5.8
CCn1c(SCC(=O)NC2CCCCC2)nnc1-c1cc2cccc(OC)c2o1	-9.7	11.2
C=CCN1C(=O)CN=C1Nc1cc(C)ccc1C	-2.3	5.5
O=C1CC(C(F)(F)C(F)(F)C(F)(F)C(F)(F)F)=Nc2ccccc2N1	5.1	4.2
O=C(Nc1nc2ccc(F)cc2s1)C1CCCO1 (stereo not given)	-6.8	7.1
c1coc(-c2nc3nc4ccccc4nc3n2CC2CCCO2)c1 (stereo not given)	-21.3	-41.6
COc1ccc(N(Cc2ccccc2)S(=O)(=O)c2cccc(C(=O)NC3=NCCS3)c2)cc1	-1.4	-0.9
Cc1cccc(CC(=O)Nc2cc(C)c3c(=O)oc4ccccc4c3n2)c1	8.3	1.6
Cc1nnc(N(Cc2ccccc2)C(=O)c2cnccn2)s1	-1.5	-1.4
Cc1cc(C)n(-c2nnc(C)n2/N=C/c2ccco2)n1	-1.8	2.6
COc1ccccc1OCc1ccc(C(=O)N2CCN(C(=O)c3ccco3)CC2)cc1	7.6	4.2
CCCCNC(=O)C1CC(=O)N(c2ccc(OC)cc2)C1c1ccc(OC)cc1 (stereo not given)	-4.7	6.5
Cc1ccc(CNS(=O)(=O)N(C)C)cc1	-5.2	9.7
Cc1cc2nc(CCN3CCOCC3)n(S(=O)(=O)c3ccc(C(C)(C)C)cc3)c2cc1C	-1.4	-18.5
Cc1ccc(C(=O)N2CCN(c3ncnc4c3cnn4-c3ccccc3)CC2)cc1	-6.6	5.8

A draw from above in order of SMILES length, largest number first.
SMILES	FXIa single inh	FXIIa inh
Cc1ccc(S(=O)(=O)N2CCN(C(=O)c3cc4c(C)nn(-c5ccccc5C)c4s3)CC2)cc1	10.6	4.2
COc1ccc(S(=O)(=O)N(C)CC(=O)Nc2cccc(C(C)=O)c2)cc1Cl	0.5	5.0
COc1ccccc1OCc1ccc(C(=O)N2CCN(C(=O)c3ccco3)CC2)cc1	7.6	4.2
O=C(Nc1nc2ccc(F)cc2s1)C1CCCO1 (stereo not given)	-6.8	7.1

A second format for some results above:
canonical_smiles,FXIa single inh,FXIIa inh
Cc1cc(C)n(-c2nnc(C)n2/N=C/c2ccco2)n1,-1.8,2.6
COc1ccccc1OCc1ccc(C(=O)N2CCN(C(=O)c3ccco3)CC2)cc1,7.6,4.2
CCCCNC(=O)C1CC(=O)N(c2ccc(OC)cc2)C1c1ccc(OC)cc1 (stereo not given),-4.7,6.5
Cc1ccc(CNS(=O)(=O)N(C)C)cc1,-5.2,9.7
Cc1cc2nc(CCN3CCOCC3)n(S(=O)(=O)c3ccc(C(C)(C)C)cc3)c2cc1C,-1.4,-18.5
Cc1ccc(C(=O)N2CCN(c3ncnc4c3cnn4-c3ccccc3)CC2)cc1,-6.6,5.8

Continued:
SMILES	FXIa single inh	FXIIa inh
COc1ccc(OC)c(C(=O)N2CCC(C(=O)c3ccc(F)cc3)CC2)c1	-0.6	9.6
Clc1ccc2c(c1)C(N1CCNCC1)Cc1ccccc1S2 (stereo not given)	-1.0	3.8
C=C(C)CC(NCc1ccco1)c1ccc(OC)cc1 (stereo not given)	-7.8	8.2
Cc1cc(Nc2ccccc2)nn1C(=O)c1ccc(Cl)cc1	3.6	0.0
C(=N\n1cnnc1)/c1ccc(-c2ccccc2)cc1	1.7	-16.2
CCOc1ccc(-n2cc(C(=O)Nc3ccc(Cl)cn3)c3cc(OC)c(OC)cc3c2=O)cc1	-2.5	0.6
CCOc1ccc2c(c1)C(C)=CC(C)(C)N2C(=O)Nc1ccccc1	-5.0	-10.8
CCCCN(CC)CCNC(=O)c1[nH]c(C)c(C(C)=O)c1C	-3.8	3.7
CCCCOC(=O)Nc1ccccc1C(N)=O	1.0	7.1
CCCC(=O)C1C(=O)CC(CC(C)SCC)CC1=O (stereo not given)	0.4	13.4
Cc1nc2sc(C(c3ccccc3)N3CCN(c4ccccc4F)CC3)c(O)n2n1 (stereo not given)	1.9	3.3
Nc1nnc(SCc2ccccc2F)n1-c1ccccc1	-4.0	-2.1
CCCn1c(N2CCN(C)CC2)nc2c1c(=O)[nH]c(=O)n2C	6.4	1.3
Cc1nn2c(NCCOCCO)c3c(nc2c1-c1ccccc1)CCCC3	-2.2	1.8
CCC(CC)NC(=O)Cc1ccccc1OC	10.2	8.9
O=C(Nc1ncccc1Cl)c1cccc(F)c1	4.5	22.3
Cc1nn(-c2ccccc2)c(Cl)c1C(=O)NCC(C)C	-1.5	12.3
O=C(O)C1CC=CCC1C(=O)Nc1ccccc1 (stereo not given)	-4.0	-3.3
Cc1ccc(NC(=O)Cn2nnc(C(=O)NCc3ccco3)c2N)cc1	-9.0	-0.8
COC(=O)/C=c1/s/c(=C(/C#N)C(=O)NCc2ccccc2)n(-c2ccccc2)c1=O	-11.5	3.7
Cc1cc2oc(=O)cc(CSc3nnc(C)n3N)c2cc1C(C)C	-1.6	4.5
c1ccc(-c2csc(N3CCOCC3)n2)cc1	16.4	-6.5
COc1cc2c(cc1NC(=O)c1ccncc1)oc1ccccc12	0.7	-3.1
Cc1cc(Cl)ccc1OCC(=O)NC1CCCC1	-11.8	-4.0
O=C(CSCc1ccc(Cl)cc1)Nc1nccs1	-8.4	11.6
COc1ccc(S(=O)(=O)N(CC(=O)O)c2ccccn2)cc1	-0.5	8.8
COc1ccc(CCN(Cc2nc(-c3ccccc3)no2)Cc2nc(-c3ccccc3)no2)cc1OC	-3.6	7.8
COc1ccc(Cl)cc1NC(=O)/C=C\C(=O)O	-5.2	8.0
Cc1c(C#N)c(N=CN(C)C)c(C(=O)c2ccccc2)n1-c1ccc(Br)cc1	2.7	0.2
O=C1C(NS(=O)(=O)c2cccs2)=C(N2CCN(c3ccccc3)CC2)C(=O)c2ccccc21	0.2	6.8
COc1cc2[nH]c(=S)nc(NCCCOC(C)C)c2cc1OC	20.6	-8.2
O=C1CSC(c2c(F)cccc2Cl)N1c1cccc(F)c1 (stereo not given)	0.2	2.3
Cc1cnn(C(=O)c2oc3ccccc3c2C)c1	0.2	1.1
